MRP resist rev: compounds reversing MRP-mediated drug resistance. differential viability (reversal), % at 10 µM. AID 602. hit rate 0.04% among 85,000. H69AR cells + 2 uM doxorubicin, CellTiter-Glo, 72 h;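 active = viability drop by adding the cancer drug above about 55%, with treated viability meeting a 40% cutoff, limit read from the data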;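 also: viability without doxorubicin minus viability with 2 µM doxorubicin for each compound; larger differential means the compound sensitizes cells more to doxorubicin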
NFkB transloc inh: blocks IL-1B driven NFkB nuclear translocation in HUVEC cells | HUVEC IL-1B NFkB p65 nuclear translocation imaging | inhibition, % at 2 µM | hit rate 0.43% among 94,000 | AID 796;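 active = inhibition above about 30% together with a positive call from visual inspection of the well image, limit read from the data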;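 also: nuclear over cytoplasmic p65 intensity ratio measured by imaging; 0% = IL-1B stimulated DMSO wells and 100% = unstimulated DMSO wells; values of inactives mirror those of a sister screen read the other way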
PLAP inhibitors HTS: PLAP enzyme inhibitors, biochemical, luminescence, HTS (AID 690); purified PLAP, luminescent substrate; higher % means a stronger effect; one-dose inhibition, % at 20 µM; IC50 in µM for titrated hits; hit rate 0.08% among 96,000; in the data active = a potency from the dose series; inactive = the rest, 99 in 100 with inhibition below about 30%; also: strong numbers were not always called active
IL1B NFkB pot: enhances IL-1B driven NFkB nuclear translocation; HUVEC IL-1B NFkB p65 nuclear translocation imaging; activation, % at 2 µM; hit rate 0.3% among 94,000; AID 819;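 active = activation above 40%, about the mean plus 3 SD, also judged a hit on visual image review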;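 also: percent activation is computed from the nuclear over cytoplasmic p65 intensity ratio; values of inactives mirror those of a sister screen read the other way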
Bcl-B displacement: displacers of TR3 peptide from Bcl-B, primary screen, selectivity assay for Bfl-1 inhibitor project, biochemical, fluorescence polarization. FP displacement of FITC-TR3 peptide from Bcl-B; higher % means a stronger effect. AID 748. hit rate 0.11% among 96,000. displacement, % at 20 µM, or IC50 in µM where a hit was titrated;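 active = displacement above 50% at 20 µM plus a fluorescence interference ratio under 1.5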;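 also: plate controls were wells without compound for no effect and wells lacking Bcl-B protein for full effect; a part of the inactive calls stands beside numbers as strong as those of hits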
MRP resist rev cytotoxicity: further read-out of MRP resist rev, marked with its call; viability, %; H69AR cells, CellTiter-Glo, 72 h; measured here: cytotoxicity without doxorubicin
MRP resist rev with doxorubicin: second read-out of MRP resist rev, no call of its own (marks repeat the call); viability, %; measured here: viability with 2 uM doxorubicin; active compounds read low
NFkB transloc inh cell count 2 µM: second read-out of NFkB transloc inh, no call of its own (marks repeat the call); cell count; measured here: cells passing quality filter;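 raw number of nuclei counted in each imaged well without normalization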
IL1B NFkB pot cell count 2 µM: further read-out of IL1B NFkB pot, marked with its call; cell count; measured here: cells passing quality filter
The depositor's hits bear a star; . = no result given. A portion of the library; the hit share may differ from the screen's.

1) CCCC(=O)N1CCc2[nH]c3ccccc3c2C1
2) CC(/C=C1\SC(=S)N(NC(=O)c2ccc(C)cc2)C1=O)=C\c1ccccc1
3) Cc1cc(OC(=O)c2ccccc2Cl)cc(=O)n1C
4) CCCN(CCC)CCCNC(=O)C1c2cc(OC)c(OC)cc2C(=O)N(C)C1c1cccs1 (configuration not stated)
5) Cc1ccn2c(C(=O)CSc3ccc(Cl)cc3)c(C)nc2c1
6) CCOc1ccc(NC(=O)Cn2c(=O)oc3ccccc32)cc1
7) CCc1cn(S(=O)(=O)c2ccccc2OC)nc1N
8) CCOC(=O)c1ccc(N=c2sc(C(=O)OC)cc(=O)n2CCCN2CCOCC2)cc1
9) CCOc1ccc(S(=O)(=O)NCc2ccncc2)cc1
10) Nc1nc(NC(=O)CCCC(=O)O)nn1-c1ccccc1
Screen / compound no. | 1 | 2 | 3 | 4 | 5 | 6 | 7 | 8 | 9 | 10
IL1B NFkB pot cell count 2 µM | 90 | 115 | 123 | 186 | 112 | 75 | 133 | 48 | 175 | 112
PLAP inhibitors HTS | -3% | 8% | 1% | -104% | 16% | 1% | 5% | -52% | 14% | -24%
Bcl-B displacement | 6% | 0% | -13% | 4% | 2% | 0% | -3% | 1% | -2% | -7%
MRP resist rev with doxorubicin | 90 | . | . | 87 | . | 88 | 86 | 26 | 84 | 92
MRP resist rev cytotoxicity | 103 | . | . | 105 | . | 98 | 92 | 21 | 84 | 88
IL1B NFkB pot | -4 | 11 | -6 | 12 | -4 | -6 | -3 | 1 | 11 | -1
MRP resist rev | 13 | . | . | 18 | . | 10 | 7 | -5 | 0 | -4
NFkB transloc inh | 4 | -11 | 6 | -12 | 4 | 6 | 3 | -1 | -11 | 1
NFkB transloc inh cell count 2 µM | 90 | 115 | 123 | 186 | 112 | 75 | 133 | 48 | 175 | 112

11) COc1ccc(CCNC(=O)Cn2cnc3c(nnn3Cc3ccc(C)cc3)c2=O)cc1OC
12) COc1cccc(N2C(=O)c3ccncc3C2=O)c1
13) COc1ccc(CNS(=O)(=O)c2ccc(OC)cc2)cc1
14) CCCc1[nH]nc2c1C(c1ccc(OCCN3CCOCC3)c(OC)c1)C(C#N)=C(N)O2 (configuration not stated)
15) COc1cccc(OCc2cc(/C=N/NC(=O)c3nc(Cl)c(Cl)c(N)c3Cl)ccc2OC)c1
16) Cc1c(CN2CCCCC2)c(O)n(CCCO)c(=O)c1C#N
17) O=C(OCC(=O)N(C1CCCCC1)C1CCCCC1)c1ccncc1
18) Cc1ccc2cc(CN(CCCN3CCOCC3)C(c3nnnn3Cc3ccco3)C(C)C)c(=O)[nH]c2c1C (configuration not stated)
19) Cn1c(SCC(=O)N2CCN(S(=O)(=O)c3ccc(Cl)cc3)CC2)nc2ccccc21
20) C#CCSc1nnc(-c2sc3ccccc3c2Cl)o1
Screen / compound no. | 11 | 12 | 13 | 14 | 15 | 16 | 17 | 18 | 19 | 20
IL1B NFkB pot cell count 2 µM | 115 | 149 | 122 | . | 76 | 136 | . | 104 | 185 | 158
PLAP inhibitors HTS | . | 6% | -52% | -78% | -46% | 8% | -68% | . | -72% | 19%
Bcl-B displacement | . | -2% | -3% | -2% | -31% | 10% | -4% | . | -13% | -8%
MRP resist rev with doxorubicin | 84 | 92 | 106 | 107 | 52 | 101 | 75 | 21 | . | .
MRP resist rev cytotoxicity | 89 | 101 | 104 | 95 | 20 | 98 | 101 | 43 | . | .
IL1B NFkB pot | 5 | -8 | 8 | . | 3 | 38 | . | -19 | 17 | 8
MRP resist rev | 5 | 9 | -1 | -12 | -32 | -2 | 26 | 22 | . | .
NFkB transloc inh | -5 | 8 | -8 | . | -3 | -38 | . | 19 | -17 | -8
NFkB transloc inh cell count 2 µM | 115 | 149 | 122 | . | 76 | 136 | . | 104 | 185 | 158

21) Cc1noc(C(=O)NCc2ccccc2)c1Cl
22) COC(=O)c1cc(NC(=O)C23CCC(C)(C(=O)O2)C3(C)C)cc(C(=O)OC)c1 (configuration not stated)
23) C=CCn1c(SCC(=O)c2ccc(Br)cc2)nnc1C(C)NC(=O)Cc1ccc(OC)cc1 (configuration not stated)
24) O=C(CN1CCN(Cc2ccccc2F)C1=O)NCCN1CCOCC1
25) Cc1ccc(NC(=O)CSc2nnc(-c3ccco3)c(-c3ccco3)n2)cc1
26) Cn1cnc2c1c(=O)n(Cc1c(Cl)cccc1Cl)c(=O)n2C
27) COc1ccc(-c2[nH]ncc2/C=C(/C#N)C(=O)NC2CCCCCC2)cc1
28) CCCNC(=O)c1cccc(Cn2nc(C)c(Br)c2C)c1
29) NC(=O)CN1CCCN(S(=O)(=O)c2ccc(Br)cc2)CC1
30) O=C(CSCc1n[nH]c(=O)[nH]1)NCCOc1cccc(Oc2ccccc2)c1
Screen / compound no. | 21 | 22 | 23 | 24 | 25 | 26 | 27 | 28 | 29 | 30
IL1B NFkB pot cell count 2 µM | 185 | 146 | 94 | 160 | 101 | 160 | 180 | 155 | 189 | 117
PLAP inhibitors HTS | -4% | 4% | 20% | -13% | -63% | -28% | -6% | -84% | -21% | -90%
Bcl-B displacement | 3% | -2% | -12% | -11% | 19µM* | -8% | -14% | 8% | 4% | -15%
MRP resist rev with doxorubicin | 92 | 76 | 49 | 91 | 53 | 87 | . | 75 | 87 | 94
MRP resist rev cytotoxicity | 95 | 82 | 72 | 103 | 26 | 87 | . | 77 | 89 | 87
IL1B NFkB pot | -9 | 7 | -4 | -1 | -3 | 13 | 4 | -5 | 7 | -10
MRP resist rev | 3 | 7 | 23 | 12 | -27 | 0 | . | 2 | 2 | -7
NFkB transloc inh | 9 | -7 | 4 | 2 | 3 | -13 | -4 | 5 | -7 | 10
NFkB transloc inh cell count 2 µM | 185 | 146 | 94 | 160 | 101 | 160 | 180 | 155 | 189 | 117

31) Cc1cc(-c2csc(N)n2)c(C)n1C
32) CCOC(=O)c1cc(-c2ccccc2)sc1NC(=O)CSc1nnnn1C
33) CC(C)Cc1nnc(NC(=O)CC(=O)Nc2ccccc2C(=O)O)s1
34) O=C1c2ccccc2C(O)N1Cc1ccccc1Cl (configuration not stated)
35) COc1ccc(CCn2c(=O)[nH]c3cc(C(=O)NCCN4CCOCC4)ccc3c2=O)cc1OC
36) Fc1ccccc1N1CCN(c2ncnc3[nH]ncc23)CC1
37) CCS(=O)(=O)N1CCC(C(=O)c2ccc(Cl)cc2)CC1
38) CCOC(=O)c1ccc(S(=O)(=O)Nc2ccc3cn[nH]c3c2)cc1
39) Cc1ccccc1NC(=O)CN1C(=O)NC2(CCCCC2)C1=O
40) COCCn1nnnc1CN(Cc1cc2cc(OC)c(OC)cc2[nH]c1=O)C1CCCC1
Screen / compound no. | 31 | 32 | 33 | 34 | 35 | 36 | 37 | 38 | 39 | 40
IL1B NFkB pot cell count 2 µM | 147 | 107 | 191 | . | 63 | . | 103 | 130 | 55 | 144
PLAP inhibitors HTS | 4% | -2% | 11% | -1% | -39% | -84% | . | -22% | 14% | -68%
Bcl-B displacement | 26µM* | -14% | -1% | -2% | 10% | -8% | . | -3% | -3% | 3%
MRP resist rev with doxorubicin | 110 | 82 | 84 | 98 | 88 | 88 | 87 | 78 | 93 | 84
MRP resist rev cytotoxicity | 97 | 84 | 89 | 102 | 95 | 108 | 99 | 71 | 98 | 86
IL1B NFkB pot | 15 | 22 | 7 | . | -4 | . | -1 | -7 | 1 | 35
MRP resist rev | -13 | 1 | 5 | 5 | 7 | 20 | 12 | -6 | 4 | 2
NFkB transloc inh | -15 | -22 | -7 | . | 4 | . | 1 | 7 | -2 | -35
NFkB transloc inh cell count 2 µM | 147 | 107 | 191 | . | 63 | . | 103 | 130 | 55 | 144

41) c1coc(CNc2nc(-c3ccncc3)cs2)c1
42) CCc1noc(C)c1C(=O)N1CCOCC1
43) CCOC(=O)C1C(=O)Nc2nc(C)nn2C1c1ccccc1 (configuration not stated)
44) CCN1C(=O)/C(=c2/s/c(=C3\SC(C)=C(C)N3CC)c(=O)n2CC)N(c2ccccc2)C1=S
45) O=C(Nc1ccc(N2CCCC2=O)cc1)c1cccc(F)c1
46) CCOc1cc(NC(=O)C2CC2)c(OCC)cc1NC(=O)c1cccnc1
47) Cc1cc2oc(=O)cc(CN3CCc4ccccc43)c2cc1Cl
48) C/C(=C\C(=O)c1cccnc1)Nc1ccc(C(=O)O)cc1
49) CC(NC(=O)/C(C#N)=C/c1cn[nH]c1-c1ccccc1)c1ccccc1 (configuration not stated)
50) CC(=O)c1ccc(NC2=C(N3CCOCC3)C(=O)c3ccccc3C2=O)cc1
Screen / compound no. | 41 | 42 | 43 | 44 | 45 | 46 | 47 | 48 | 49 | 50
IL1B NFkB pot cell count 2 µM | 142 | 198 | 182* | 88 | 169 | . | 132 | 166 | 139 | 132
PLAP inhibitors HTS | . | 6% | -3% | . | -11% | -31% | 9% | 8% | -77% | 9%
Bcl-B displacement | . | -5% | -2% | . | 0% | 8% | -3% | -2% | 3% | 11%
MRP resist rev with doxorubicin | 89 | . | . | 47 | 80 | 82 | 95 | 90 | . | .
MRP resist rev cytotoxicity | 94 | . | . | 79 | 86 | 89 | 103 | 95 | . | .
IL1B NFkB pot | -1 | 0 | 84* | -2 | 10 | . | 6 | 15 | 7 | 3
MRP resist rev | 5 | . | . | 32 | 6 | 8 | 7 | 5 | . | .
NFkB transloc inh | 1 | 0 | -84 | 2 | -10 | . | -6 | -15 | -7 | -4
NFkB transloc inh cell count 2 µM | 142 | 198 | 182 | 88 | 169 | . | 132 | 166 | 139 | 132

Sorted by molar mass (lowest first): some entries from above
49) CC(NC(=O)/C(C#N)=C/c1cn[nH]c1-c1ccccc1)c1ccccc1 (configuration not stated)
50) CC(=O)c1ccc(NC2=C(N3CCOCC3)C(=O)c3ccccc3C2=O)cc1
44) CCN1C(=O)/C(=c2/s/c(=C3\SC(C)=C(C)N3CC)c(=O)n2CC)N(c2ccccc2)C1=S
Screen / compound no. | 49 | 50 | 44
IL1B NFkB pot cell count 2 µM | 139 | 132 | 88
PLAP inhibitors HTS | -77% | 9% | .
Bcl-B displacement | 3% | 11% | .
MRP resist rev with doxorubicin | . | . | 47
MRP resist rev cytotoxicity | . | . | 79
IL1B NFkB pot | 7 | 3 | -2
MRP resist rev | . | . | 32
NFkB transloc inh | -7 | -4 | 2
NFkB transloc inh cell count 2 µM | 139 | 132 | 88

Further records:
51) COc1ccc(C)cc1NC(=O)c1ccc(N(C)S(C)(=O)=O)cc1
52) CCN(CC)C(=O)C1CCCN(C(=O)Nc2ccccc2)C1 (configuration not stated)
53) CCn1c(-c2csc(-c3ccc(Cl)cc3)n2)n[nH]c1=S
54) Cc1cc(C)nc(SCC(=O)Nc2cc(C)on2)n1
Screen / compound no. | 51 | 52 | 53 | 54
IL1B NFkB pot cell count 2 µM | 85 | 152 | 202 | 127
PLAP inhibitors HTS | 14% | -21% | -52% | -7%
Bcl-B displacement | -3% | -1% | 0% | -8%
MRP resist rev with doxorubicin | 90 | 92 | 93 | 94
MRP resist rev cytotoxicity | 86 | 91 | 98 | 84
IL1B NFkB pot | 9 | -1 | 38 | -1
MRP resist rev | -4 | -1 | 5 | -10
NFkB transloc inh | -9 | 1 | -38 | 1
NFkB transloc inh cell count 2 µM | 85 | 152 | 202 | 127

Retrieved by compound from above:
51) COc1ccc(C)cc1NC(=O)c1ccc(N(C)S(C)(=O)=O)cc1
53) CCn1c(-c2csc(-c3ccc(Cl)cc3)n2)n[nH]c1=S
54) Cc1cc(C)nc(SCC(=O)Nc2cc(C)on2)n1
Screen / compound no. | 51 | 53 | 54
IL1B NFkB pot cell count 2 µM | 85 | 202 | 127
PLAP inhibitors HTS | 14% | -52% | -7%
Bcl-B displacement | -3% | 0% | -8%
MRP resist rev with doxorubicin | 90 | 93 | 94
MRP resist rev cytotoxicity | 86 | 98 | 84
IL1B NFkB pot | 9 | 38 | -1
MRP resist rev | -4 | 5 | -10
NFkB transloc inh | -9 | -38 | 1
NFkB transloc inh cell count 2 µM | 85 | 202 | 127

Screens as filed in PubChem.
